Screening results from PubChem.
AHR act = activates the human aryl hydrocarbon receptor; P35869; activation, % at 5 µM; hit rate 2.5% among 320,000; AHR-responsive luciferase reporter cells, luminescence; AID 2796; in the data active = activation above about 47%;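 also: 0% = vehicle wells and 100% = reference agonist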
proCasp3 act = procaspase-3 (human) activation | AID 463141 | hit rate 0.11% among 330,000 | P42574 | activation, % at 8.5 µM | recombinant procaspase-3 D3A, Ac-DEVD-pNA absorbance 405 nm;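 active = activation above the mean of all tested compounds plus 3 SD, cut at about 21% in these data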;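 also: 0% = DMSO alone and 100% = DMSO wells spiked with extra 5 µM PC-3 D3A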
Target sequence (P42574 whole entry D9A/D28A/D175A): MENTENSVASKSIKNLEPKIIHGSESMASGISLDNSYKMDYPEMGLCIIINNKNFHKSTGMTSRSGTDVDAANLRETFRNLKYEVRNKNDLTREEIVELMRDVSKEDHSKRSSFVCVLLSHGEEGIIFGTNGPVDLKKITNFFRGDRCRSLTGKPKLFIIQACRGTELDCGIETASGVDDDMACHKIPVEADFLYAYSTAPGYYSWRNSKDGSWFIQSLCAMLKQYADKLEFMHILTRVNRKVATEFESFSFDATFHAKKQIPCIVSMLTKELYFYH
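assay system = Procaspase-3 D3A mutant | signal = absorbance at 405 nm, 0 and 120 min | times = 1 h preincubation plus 2 h reaction at 25 °C | repeats = single replicate | read-out = % activation between DMSO and enzyme-spiked controls | medium = Zinc-free HEPES saline buffer with Triton X-100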
LAP4-GFP MLPCN = yeast TOR pathway LAP4-GFP modulation. GFP response vs DMSO, % at 10 µM. AID 2023. S. cerevisiae LAP4-GFP multiplex, flow cytometry GFP, 3 h; median GFP as percent of DMSO wells. hit rate 0.34% among 320,000;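 active = GFP response vs DMSO above a set limit, about the screen mean plus 3 SD, cut at about 150% in these data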
RPL19A TOR yeast = alters RPL19A-GFP fluorescence in TOR pathway yeast screen; S. cerevisiae RPL19A-GFP strain, flow cytometry, 3 h; active compounds read low; percent response vs DMSO, % at 10 µM; hit rate 0.3% among 330,000; AID 2025;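 active = percent response vs DMSO below 50%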;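 also: median channel GFP fluorescence of the barcoded RPL19A-GFP strain; ratio of sample median GFP to plate DMSO average so 100% = DMSO; lower means less RPL19A-GFP as with rapamycin TOR inhibition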
MEP2-GFP yeast = alters MEP2-GFP fluorescence in TOR pathway yeast screen. S. cerevisiae MEP2-GFP strain, flow cytometry GFP, 3 h; 100% = DMSO control level. GFP response vs DMSO, % at 10 µM. hit rate 0.51% among 330,000;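 active = GFP response versus DMSO above a set limit, roughly screen mean plus 3 SD, cut at about 180% in these data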;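 also: median GFP fluorescence of the barcode-gated MEP2-GFP cells per well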
proCasp7 act = activates human procaspase-7, counter-screen for procaspase-3 activators. activation, % at 8.5 µM. hit rate 0.093% among 330,000. P55210. recombinant procaspase-7, Ac-DEVD-pNA absorbance 405 nm; D23A/D198A/D206A triple mutant, cannot self-cleave; scale: DMSO 0, 5 µM enzyme 100;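 active = percent activation above the screen-wide mean plus 3 SD, cut at about 25% in these data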
Target sequence (P55210 whole entry D23A/D198A/D206A): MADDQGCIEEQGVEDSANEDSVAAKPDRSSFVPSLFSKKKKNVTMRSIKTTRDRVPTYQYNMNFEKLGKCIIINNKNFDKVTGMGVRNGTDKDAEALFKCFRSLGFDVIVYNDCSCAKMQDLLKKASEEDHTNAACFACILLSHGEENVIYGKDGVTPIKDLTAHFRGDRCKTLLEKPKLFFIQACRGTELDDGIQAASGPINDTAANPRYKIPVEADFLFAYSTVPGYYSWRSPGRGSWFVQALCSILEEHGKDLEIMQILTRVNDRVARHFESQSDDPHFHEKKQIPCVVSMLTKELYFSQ
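Detection: p-Nitroaniline absorbance at 405 nm, read at 0 and 120 min; system: Uncleavable procaspase-7 mutant enzyme; evaluation: % activation from two-timepoint absorbance difference, scaled to controls; times: 1 h enzyme–compound preincubation and 2 h substrate reaction, both 25 °C; buffer or medium: Zinc-free HEPES pH 7.4 with 300 mM NaCl, 0.01% Triton X-100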
CR mimetic SO = caloric restriction mimetics inhibiting age-related superoxide in yeast; hit rate 0.18% among 330,000; superoxide response (% of plate mean), % at 10 µM; S. cerevisiae aged cells, superoxide DHE fluorescence; active compounds read low; AID 2690;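 active = superoxide response under a set limit, about three screen SD below normal, cut at about 65% in these data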;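 also: yeast aged for seven days with compound at 30 °C before DHE staining; 100% = average MFI of all compound-treated wells on the plate with controls excluded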
GASC-1 inh = human JMJD2C demethylase inhibition; Q9H3R0; GST-JMJD2C(1-420) H3K9me3 demethylation, DELFIA europium; inhibition, % at 2.35 µM; hit rate 0.069% among 330,000;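 active = more than half of a compound's replicate wells show inhibition beyond 50%, single wells judged on their own value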;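 also: signal counts dimethyl H3K9 product captured on neutravidin plate; 0% = median of DMSO wells and 100% = 0.3 times that DMSO median; strong numbers were not always called active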
Target sequence (Q9H3R0 1-420 limits assumed): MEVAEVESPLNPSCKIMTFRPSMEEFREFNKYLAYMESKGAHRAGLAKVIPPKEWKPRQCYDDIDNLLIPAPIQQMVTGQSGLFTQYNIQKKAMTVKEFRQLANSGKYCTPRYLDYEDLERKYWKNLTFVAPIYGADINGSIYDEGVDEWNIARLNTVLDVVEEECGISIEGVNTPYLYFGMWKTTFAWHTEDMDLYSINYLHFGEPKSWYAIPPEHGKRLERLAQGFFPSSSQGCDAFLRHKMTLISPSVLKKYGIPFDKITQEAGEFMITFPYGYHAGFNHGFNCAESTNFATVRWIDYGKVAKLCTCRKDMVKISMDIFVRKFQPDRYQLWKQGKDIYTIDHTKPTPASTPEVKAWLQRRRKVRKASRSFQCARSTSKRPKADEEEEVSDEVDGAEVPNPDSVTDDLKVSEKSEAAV
* hit, by the source's call; nt = no result given; [ ] = another dose, or the depositor's remark. Hits appear at their usual frequency. About 3.8% of those tested had a hit in this group.

No.	canonical_smiles	proCasp3 act	MEP2-GFP yeast	LAP4-GFP MLPCN	RPL19A TOR yeast	proCasp7 act	CR mimetic SO	AHR act	GASC-1 inh
1	Cc1cc(C)cc(N2C(=O)CSC2c2cccs2)c1 (stereo not given)	-2	108	101	102	2	101	0	-2
2	COc1cccc(NC(=O)CN(C)CC(=O)NCc2ccc3c(c2)OCO3)c1	6	96	101	92	-5	96	3	-2
3	Cc1nc2ccc(NS(=O)(=O)c3ccc(F)cc3)cc2s1	-1	100	110	99	-7	101	0	5
4	COCCN(C(=O)CSc1nc2ccc(Cl)cc2[nH]1)c1c(N)n(Cc2ccccc2)c(=O)[nH]c1=O	-3	99	91	104	-8	98	7	24
5	O=C(C(c1ccccc1)c1ccccc1)N(Cc1ccco1)C1CCS(=O)(=O)C1 (stereo not given)	7	103	111	100	6	96	-1	-5
6	N#CN(Cc1ccccc1)Cc1ccccc1	4	104	101	100	19	96	5	-2
7	O=C(CNS(=O)(=O)c1ccccc1)N1CCCC1	6	101	102	103	-5	78	-2	-3
8	CCC(C)NC(=O)CN(c1ccc(Cl)c(Cl)c1)S(C)(=O)=O (stereo not given)	-11	99	100	100	0	107	1	-20
9	CCCc1ccc(C(=O)NNc2cc(Cl)ccc2Cl)cc1	-10	92	132	96	5	93	6	-3
10	Cc1ccc(OCc2ccc(C(=O)NCC3CCCO3)cc2)cc1C (stereo not given)	5	88	101	91	6	78	-3	14
11	O=C(CCNS(=O)(=O)c1cccs1)N1CCN(c2ccc(F)cc2)CC1	-12	106	97	97	-1	104	-1	-7
12	COc1ccc(S(=O)(=O)N2CC(C(=O)O)Oc3ccc(Cl)cc32)cc1 (stereo not given)	3	108	88	104	-3	103	2	7
13	NC(=O)C1(N2CCCCC2)CCN(C(=O)NC2CCCCC2)CC1	2	103	102	100	7	99	0	8
14	C[n+]1ccccc1C1CCCC/C1=N\Nc1ccc([N+](=O)[O-])cc1[N+](=O)[O-] (stereo not given)	-2	99	80	101	-7	93	2	2
15	Cn1cc2cc(NC(N)=S)ccc2n1	-1	95	98	96	10	108	2	-8
16	Cc1ccnc(NS(=O)(=O)c2ccc(NC(=O)CCc3ccccc3)cc2)n1	0	101	109	101	2	111	0	1

Of the compounds above, 5 contain four or more nitrogen atoms.
No.	canonical_smiles	proCasp3 act	MEP2-GFP yeast	LAP4-GFP MLPCN	RPL19A TOR yeast	proCasp7 act	CR mimetic SO	AHR act	GASC-1 inh
4	COCCN(C(=O)CSc1nc2ccc(Cl)cc2[nH]1)c1c(N)n(Cc2ccccc2)c(=O)[nH]c1=O	-3	99	91	104	-8	98	7	24
13	NC(=O)C1(N2CCCCC2)CCN(C(=O)NC2CCCCC2)CC1	2	103	102	100	7	99	0	8
14	C[n+]1ccccc1C1CCCC/C1=N\Nc1ccc([N+](=O)[O-])cc1[N+](=O)[O-] (stereo not given)	-2	99	80	101	-7	93	2	2
15	Cn1cc2cc(NC(N)=S)ccc2n1	-1	95	98	96	10	108	2	-8
16	Cc1ccnc(NS(=O)(=O)c2ccc(NC(=O)CCc3ccccc3)cc2)n1	0	101	109	101	2	111	0	1

Continued.
No.	canonical_smiles	proCasp3 act	MEP2-GFP yeast	LAP4-GFP MLPCN	RPL19A TOR yeast	proCasp7 act	CR mimetic SO	AHR act	GASC-1 inh
17	Brc1cc(Br)c2nc(-c3cccs3)ccc2c1	5	91	151*	94	-4	101	52*	18
18	Oc1oc(-c2ccccc2)nc1/C=N/c1nccs1	-14	97	103	110	6	86	100*	13
19	O=C(CCN1C(=O)c2ccccc2C1=O)NCCN1CCOCC1	4	103	98	96	-2	101	0	-4
20	CCCCCCSc1ccc([C@@H]2[C@H]3C(=O)N(CC)C(=O)[C@H]3[C@]3(C(=O)OC)CCCN23)cc1	7	94	125	102	-4	98	-2	-15
21	COc1ccc(-c2oc3cccnc3c2/C=C/c2ccc(OC)c(OC)c2)cc1	-30	89	150	93	-30	96	47*	19
22	C/C(CC(=O)Nc1cccc(Br)c1)=N\NC(=O)c1ccc(O)cc1O	-12	89	nt	85	0	92	13	0
23	Cc1ccc(S(=O)(=O)N(C)CC(=O)O/N=C(\N)c2ccc([N+](=O)[O-])cc2)cc1	2	99	97	91	2	120	-2	-2
24	NC(N)=Nc1nc2ccccc2o1	-2	112	111	103	11	94	0	3
25	COCCNC(=O)C(=O)NCC1OCCN1S(=O)(=O)c1ccc(F)cc1 (stereo not given)	4	117	105	103	8	109	4	5
26	O=C(Cc1ccc(Cl)cc1)N1CCN(C(=O)c2ccco2)CC1	5	104	100	100	-3	103	0	1
27	Cc1cccc(N2C(=O)CC(N3CCN(c4ccc(Cl)cc4)CC3)C2=O)c1 (stereo not given)	-15	101	86	102	6	106	0	-4
28	Cc1ccc(NC(=O)C2CCCN2C(=O)OCc2ccccc2)c(C)c1 (stereo not given)	8	104	105	110	5	113	9	-2
29	Cc1cccc(N(CC(=O)NC2CCCC2)C(=O)CCC(=O)Nc2ccccn2)c1	12	280*[may fluoresce violet]	77[may fluoresce violet]	55[may fluoresce violet]	-3	112	1	-8
30	CC1(c2nnc(Cc3ccccc3)o2)CC(c2ccccc2F)=NO1 (stereo not given)	2	96	108	109	-5	95	-2	-1
31	COc1ccc(Cc2nnc(SCC(=O)Nc3cc(Cl)ccc3C)[nH]c2=O)cc1	3	104	102	102	0	89	1	-6
32	COc1ccccc1-c1c(-c2ccc(O)cc2O)n[nH]c1C(F)(F)F	12	94	101	97	6	86	1	10
33	O=C(Nc1ccc(Cl)cc1C(=O)NCc1cccnc1)c1ccco1	1	104	110	100	-2	96	7	9
34	COC(=O)Cn1c(=NC(=O)CN2C(=O)CCC2=O)sc2cc(S(N)(=O)=O)ccc21	2	103	99	105	4	93	-3	-1
35	CCCc1cc(=O)oc2cc(OCC(=O)Nc3ccc(CN4CCOCC4)cc3)c(Cl)cc12	7	93	87	99	-7	105	-2	1
36	Cc1nn(Cc2c(F)c(F)c(F)c(F)c2F)c(C)c1NC(=O)c1ccc(COc2ccccc2Cl)o1	-4	96	103	96	0	104	0	6
37	O=C(COc1ccc(Br)cc1)OCCN1CCCCC1	17	102	90	99	8	102	-3	-8
38	Cc1ccc2cc(/C=N/NC(=O)CN3CCCCC3)c(Cl)nc2c1	2	96	96	98	2	105	-1	5
39	Cn1sccc1=O	-15	100	134	102	-18	106	-1	nt
40	COC(OC)c1nc(SCC(=O)Nc2cccc(Cl)c2)ncc1C(=O)O	15	92	nt	101	4	87	0	-11
41	CCCN(CC(=O)Nc1ccc(NC(C)=O)cc1)CC(=O)Nc1ccc(F)c(F)c1F	-5	101	81	90	1	115	2	13
42	CCS(=O)(=O)Nc1cccc(C2=NN(S(=O)(=O)c3ccc(C)cc3)C(c3ccco3)C2)c1 (stereo not given)	-2	102	93	102	6	109	2	-2
43	O=C1Nc2ccccc2N2CCCC12 (stereo not given)	6	93	119	97	3	148	4	47
44	Cc1ccc(SCC(=O)N(Cc2nc(-c3ccccc3)no2)C(C)C)cc1	-3	96	95	97	0	110	4	9
45	O=C(CSc1oc(-c2cccs2)nc1S(=O)(=O)c1ccccc1)NC1CCCCC1	-4	94	97	94	-15	114	3	-10
46	Cc1ccc(S(=O)(=O)N(CC(=O)Nc2ccc(F)cc2)C(=O)N2CCN(C)CC2)cc1	-6	89	92	89	4	83	-1	0
47	CCCN1CCC(NC(=O)Cc2ccccc2OC)CC1	5	102	93	100	6	96	0	-1
48	CCOC(=O)C1(C)/C(=N/Nc2ccccc2Cl)C(=O)C(=O)N1c1ccccc1 (stereo not given)	-6	561*[may fluoresce violet]	106[may fluoresce violet]	41*[may fluoresce violet]	-1	108	4	-7
49	CSCC(C)N1CCC(CO)(CCCc2ccccc2)CC1 (stereo not given)	-4	94	100	98	3	116	2	-32
50	COc1ccc(CN(C)CC(=O)NCC(=O)Nc2c(C)cccc2C)cc1	-10	92	88	91	4	153	1	3
51	O=C(Cc1cccs1)Nc1ccc(N2CCOCC2)cc1	-2	92	108	99	5	106	24	-11
52	CN(C)C(=O)CCc1nc2sc3c(c2c(=O)[nH]1)CCCC3	4	106	105	104	-2	103	32	11
53	O=C(/C=C/c1ccccc1[N+](=O)[O-])NCc1ccncc1	15	100	94	101	-7	103	30	0
54	CC(c1ccccc1)n1cc(C(=O)NCc2cccnc2)nn1 (stereo not given)	5	107	100	99	1	103	7	6
55	CCOc1[nH]n(-c2ccccc2)c(=O)c1C=Nc1ccc(C(=O)OC)cc1	2	107	98	109	-4	110	1	-1
56	O=C(C1CCN(c2ncnc3c2nc2n3CCCCC2)CC1)N1CCCCC1	6	103	102	98	1	94	4	-21

Three structures from above, ordered by molecular weight, rising.
No.	canonical_smiles	proCasp3 act	MEP2-GFP yeast	LAP4-GFP MLPCN	RPL19A TOR yeast	proCasp7 act	CR mimetic SO	AHR act	GASC-1 inh
51	O=C(Cc1cccs1)Nc1ccc(N2CCOCC2)cc1	-2	92	108	99	5	106	24	-11
49	CSCC(C)N1CCC(CO)(CCCc2ccccc2)CC1 (stereo not given)	-4	94	100	98	3	116	2	-32
56	O=C(C1CCN(c2ncnc3c2nc2n3CCCCC2)CC1)N1CCCCC1	6	103	102	98	1	94	4	-21

(more compounds)
No.	canonical_smiles	proCasp3 act	MEP2-GFP yeast	LAP4-GFP MLPCN	RPL19A TOR yeast	proCasp7 act	CR mimetic SO	AHR act	GASC-1 inh
57	CCN(C[C@H]1N[C@@](CC)(C(=O)OC)[C@H]2C(=O)N(C)C(=O)[C@@H]12)C(=O)Nc1ccc(C(F)(F)F)cc1	1	88	95	93	-2	122	4	28
58	O=C1N(Cc2cccnc2)C[C@@H]2C[C@@H](c3ccccc3C#Cc3ccccc3)N3CCC[C@@]123	-5	104	104	100	5	97	2	-24
59	Cc1cc(C(F)F)nn1CC(=O)N1CCSCC1	-3	99	103	103	5	116	0	2
60	COC1=C/C(=C/c2c(N)n3cc(C)sc3nc2=O)C=CC1=O	-9	99	92	105	-3	116	24	-5
61	CCN1C(=O)[C@@H]2[C@H](C1=O)[C@@H]1C(=O)Nc3ccccc3C(=O)N1[C@@H]2c1ccc(Br)cc1	-2	97	114	109	-7	97	3	-10
62	CC1CC(C)CN(CCCOc2ccccc2[N+](=O)[O-])C1 (stereo not given)	1	108	101	106	-13	106	7	7
63	Cc1ccc(C(=O)N/N=C\c2ccc(OC(=O)c3cccc(F)c3)cc2)cn1	2	103	97	98	0	101	1	12
